pPAFAH inh: inhibitors of human plasma PAF acetylhydrolase (pPAFAH); Q13093; recombinant pPAFAH, FP-rhodamine probe fluorescence polarization; inhibition, % at 3.39 µM; 1.5% of 330,000 active; AID 463082;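 active = inhibition above the mean inhibition across the screen plus 3 SD, cut at about 25% in these data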;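 also: inhibitors block binding of the rhodamine activity-based probe so polarization drops; 0% = enzyme with DMSO and 100% = wells lacking pPAFAH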
PME-1 primary: PME-1 (human) inhibition; Q9Y570; recombinant PME-1, FP-Rh probe fluorescence polarization; inhibition, % at 5.9 µM; 0.53% of 320,000 active; AID 2130;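 active = inhibition above the campaign mean of all compounds plus 3 SD, cut at about 26% in these data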;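 also: competitive labeling of PME-1 active site by serine hydrolase directed probe; 0% = PME-1 with DMSO and 100% = wells lacking PME-1 enzyme; inhibitors block probe labeling so polarization falls and inhibition rises; many of its hits are not listed in these tables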
Fam108B inh: Fam108B inhibition, counter-screen for RBBP9 inhibitors. recombinant Fam108B, FP-Rh probe fluorescence polarization. inhibition, % at 9.51 µM. 0.33% of 300,000 active. AID 1947;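 active = inhibition above the screen mean inhibition plus 3 SD, computed separately per campaign, cut at about 18% in these data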;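 also: inhibitors lower polarization as less probe binds the enzyme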
PAFAH1B2 FP inh: PAFAH1B2 (human) inhibition | P68402 | recombinant PAFAH1B2, FP-rhodamine activity probe, fluorescence polarization | 1.2% of 340,000 active | inhibition, % at 3.39 µM;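 active = inhibition above the mean of all tested compounds plus 3 SD, cut at about 24% in these data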;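 also: 0% = enzyme with DMSO and 100% = wells lacking PAFAH1B2; many of its hits are not listed in these tables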
GSTO1 inh: counter-screen for RBBP9 inhibitors: inhibitors of human GSTO1 | 1.1% of 300,000 active | recombinant GSTO1, activity-based probe fluorescence polarization | P78417 | inhibition, % at 5.96 µM;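 active = inhibition above the campaign mean inhibition plus 3 SD, cut at about 35% in these data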;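 also: 0% = GSTO1-1 with DMSO and 100% = wells lacking GSTO1-1 enzyme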
LYPLA1 inh: LYPLA1 (human) inhibition in PME1 counter-screen | 0.16% of 320,000 active | O75608 | inhibition, % at 5.9 µM | AID 2174 | recombinant LYPLA1, FP-Rh probe fluorescence polarization;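 active = inhibition above the mean of all tested compounds plus 3 SD, set per campaign, cut at about 14% in these data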;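 also: inhibitors block serine hydrolase probe labeling of LYPLA1 so polarization falls; 0% = enzyme with DMSO and 100% = wells lacking LYPLA1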
Target sequence (O75608 whole entry, looked up): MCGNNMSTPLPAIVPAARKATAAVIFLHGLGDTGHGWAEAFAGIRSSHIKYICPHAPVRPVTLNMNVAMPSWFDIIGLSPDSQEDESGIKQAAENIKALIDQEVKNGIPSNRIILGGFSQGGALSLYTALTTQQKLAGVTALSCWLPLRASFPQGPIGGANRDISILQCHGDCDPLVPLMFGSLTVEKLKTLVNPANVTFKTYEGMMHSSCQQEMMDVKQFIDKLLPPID
PAFAH1B3 inh: PAFAH1B3 (human) inhibition. recombinant PAFAH1B3, FP-rhodamine probe, fluorescence polarization. inhibition, % at 3.39 µM. 0.28% of 340,000 active;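 active = inhibition above the screen-wide average of all tested compounds plus 3 SD, cut at about 25% in these data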;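 also: 0% = enzyme with DMSO only and 100% = wells lacking PAFAH1B3 protein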
PAFAH2 FP inh: inhibitors of human PAFAH2; Q99487; recombinant PAFAH2, FP-rhodamine activity probe, fluorescence polarization; inhibition, % at 3.39 µM; 0.99% of 340,000 active;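 active = inhibition above the mean over all tested compounds plus 3 SD, cut at about 30% in these data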;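 also: inhibitors block probe labeling of enzyme so polarization drops; 0% = enzyme with DMSO and 100% = wells lacking PAFAH2 protein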
PAD4 inh: PAD4 (human) enzyme inhibition. AID 485272. inhibition, % at 6.36 µM. recombinant PAD4, RCA probe fluorescence polarization. 0.41% of 330,000 active;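 active = percent inhibition above a cutoff equal to the mean of all tested compounds plus 3 SD, cut at about 15% in these data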;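 also: 0% = PAD4 with RCA probe and DMSO and 100% = probe without PAD4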
Target sequence (Q9UM07 whole entry, looked up): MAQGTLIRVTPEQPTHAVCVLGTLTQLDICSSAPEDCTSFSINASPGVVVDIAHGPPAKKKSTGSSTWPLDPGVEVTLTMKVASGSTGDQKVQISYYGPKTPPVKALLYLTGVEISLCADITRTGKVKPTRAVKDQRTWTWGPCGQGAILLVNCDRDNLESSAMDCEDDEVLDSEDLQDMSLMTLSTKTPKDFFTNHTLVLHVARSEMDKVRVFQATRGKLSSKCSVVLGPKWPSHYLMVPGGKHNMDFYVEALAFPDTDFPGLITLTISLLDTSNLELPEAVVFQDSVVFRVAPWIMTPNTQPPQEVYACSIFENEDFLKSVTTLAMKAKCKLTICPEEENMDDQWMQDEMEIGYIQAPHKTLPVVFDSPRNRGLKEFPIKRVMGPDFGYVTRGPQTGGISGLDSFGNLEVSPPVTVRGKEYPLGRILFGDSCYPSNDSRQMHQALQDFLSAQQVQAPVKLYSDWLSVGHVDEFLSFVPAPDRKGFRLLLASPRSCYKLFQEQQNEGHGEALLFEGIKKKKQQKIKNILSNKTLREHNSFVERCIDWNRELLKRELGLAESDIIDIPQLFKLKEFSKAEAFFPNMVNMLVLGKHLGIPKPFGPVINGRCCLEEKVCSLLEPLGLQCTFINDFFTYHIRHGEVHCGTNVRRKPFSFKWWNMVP
* marks the source's active call; other numbers are inactive results; x = no result given. An excerpt; rates above refer to the full screens.

Every second line gives: pPAFAH inh | PME-1 primary | Fam108B inh | PAFAH1B2 FP inh | GSTO1 inh | LYPLA1 inh | PAFAH1B3 inh | PAFAH2 FP inh | PAD4 inh
1: CC(CC(C)C(=O)Nc1ccccc1C(C)(C)C)C(=O)O (centres undefined)
→ 3.6 | -4.2 | -1.6 | 2.3 | -0.8 | 0.1 | 2.2 | 1.4 | -2.9
2: O=C(Cn1nnc2c(sc3nc4c(c(-c5ccccc5)c32)CCC4)c1=O)c1ccccc1
→ -3.9 | -2.5 | -5.9 | 5.6 | 5.6 | -5.5 | 8.8 | 4.6 | -2.1
3: CCN(CC(=O)Nc1c(F)cccc1F)C(=O)C1CCN(C(=O)c2ccc(Cl)cc2)CC1
→ 4.5 | 4.6 | 1.9 | -1.2 | 14.7 | 2.5 | -3.8 | 2.0 | -0.5
4: Cc1cc(Cl)ccc1OCC(=O)NNC(=O)C1CSC2(C)CCC(=O)N12 (centres undefined)
→ 10.2 | 2.5 | 0.6 | 0.3 | 8.8 | 3.4 | 3.3 | 2.1 | -4.7
5: O=C(/C=C/c1ccccc1Cl)NC1CCS(=O)(=O)C1 (centres undefined)
→ -6.5 | -3.3 | -2.8 | 5.2 | -3.0 | 1.5 | 3.9 | 1.5 | -5.2
6: CCCC(=O)NC(=S)Nc1ccccc1N1CCOCC1
→ 4.2 | 5.0 | -6.2 | 0.4 | 3.3 | 3.0 | 7.1 | -9.9 | -3.9
7: NC(=O)c1c(NC(=O)Cc2ccccc2)sc2c1CCN(Cc1ccccc1)C2
→ 5.4 | 8.8 | 2.9 | 7.7 | 1.3 | 0.9 | 6.0 | -1.2 | 1.0
8: C/C(=N/NC(=O)c1cccs1)c1cccc(N)c1
→ -0.9 | -10.6 | 6.5 | 2.7 | 2.5 | -2.0 | 4.6 | 9.6 | 4.5
9: Cc1ccc(CN2CC(C(=O)N3CCN(S(=O)(=O)c4ccc(C)cc4C)CC3)CC2=O)cc1 (centres undefined)
→ 4.1 | 9.1 | x | 1.0 | x | -0.2 | 2.3 | -2.0 | 0.2
10: CCCn1c(N)c(C(=O)CSc2nc(C3CC3)n(-c3ccccc3)n2)c(=O)[nH]c1=O
→ 1.3 | x | x | 1.1 | x | x | 1.0 | -0.4 | 0.7
11: COc1ccccc1NC(=O)C1CCN(C(=O)c2ccc(C(C)(C)C)cc2)CC1
→ -5.3 | 2.5 | 2.3 | -3.9 | -3.5 | -0.7 | 8.4 | 12.7 | -4.4
12: C=CC[C@@H](CC(=O)N[C@H](CO)Cc1ccccc1)C(=O)NCCOC(=O)[C@@H](CC=C)CC(=O)OC(C)(C)C
→ 1.2 | x | x | 4.2 | x | x | 11.4 | -2.5 | 0.7
13: COc1ccc(NC(=O)CCC(=O)Nc2nnc(C(C)C)s2)cc1Cl
→ -0.8 | 4.0 | 0.1 | 1.2 | -4.8 | 0.0 | 11.8 | 2.8 | -1.4
14: O=C(c1ccc(NS(=O)(=O)c2ccc(Cl)cc2)cc1)N1CCOCC1
→ 6.1 | 1.9 | 1.9 | 21.6 | -0.1 | 0.0 | 2.5 | -15.5 | 3.1
15: O=C(NC(C(=O)N/N=C/c1ccccn1)c1n[nH]c(=O)c2ccccc12)c1ccccc1 (centres undefined)
→ -2.3 | 1.0 | -2.0 | -0.6 | -11.0 | 0.9 | 1.7 | 1.3 | 1.7
16: CCC(=O)N(C)CCc1cc2c(c(OC)c1/C=N/NC(=O)c1ccc(Br)cc1)OCO2
→ 3.6 | 0.9 | 7.6 | -0.5 | -6.7 | -2.5 | 4.1 | -2.5 | 0.9
17: CC(=O)Nc1cccc(C(=O)Nc2nc(C)cs2)c1
→ 1.5 | -8.1 | -5.1 | 7.9 | -3.9 | -0.4 | 10.2 | -8.1 | -4.5
18: CC1OC2C(OC1C)N(S(C)(=O)=O)CCN2S(C)(=O)=O (centres undefined)
→ -0.1 | -1.2 | -1.7 | 2.5 | 4.4 | 3.3 | -3.8 | -0.2 | 0.4
19: COc1cccc(NC(=O)NCc2ccccn2)c1
→ 2.5 | 6.3 | -3.9 | -0.9 | 5.1 | 0.0 | -2.6 | -3.6 | -1.1
20: CCOc1ccc(N(CC(=O)NCc2ccco2)S(=O)(=O)c2ccc(OC)c(OC)c2)cc1
→ -0.7 | -4.9 | -3.6 | -1.9 | -0.1 | -1.6 | 6.1 | 6.0 | -1.7
21: COc1ccc(C(=O)OCC(=O)NC(=O)NC(C)C)cc1OC
→ 2.0 | -3.4 | 1.1 | 6.3 | 5.5 | 3.5 | -2.1 | 15.5 | -0.6
22: COc1ccc(NC(=O)CSCC(=O)NCc2ccco2)cc1
→ 16.9 | -3.2 | 0.6 | 8.3 | -3.4 | 6.7 | -2.1 | 10.4 | 0.4
23: CCCCOC(=O)c1ccc(NC(=S)NC(=O)c2c(Br)c(C)nn2C)cc1
→ 0.9 | 3.2 | -1.3 | -1.2 | 1.4 | -3.4 | 4.3 | -1.1 | -2.9
24: CCOC(=O)N1CCC(NCCNC(=O)c2cccs2)CC1
→ 0.1 | -3.7 | -1.5 | -3.9 | 6.3 | -0.1 | -2.7 | -12.4 | 1.4
25: CCCC1C(=O)N(Cc2ccccc2)C(=O)CC1C (centres undefined)
→ 0.9 | -1.4 | 0.8 | -0.5 | 13.5 | 4.0 | 0.1 | -1.6 | -1.9
26: COc1ccc(Oc2nc(-c3ccccc3)ncc2S(=O)(=O)c2ccccc2)cc1
→ 6.1 | -0.1 | -1.5 | -0.1 | -0.5 | -0.8 | 2.2 | -3.6 | -3.3
27: COc1cc(-c2nc3ccc4ccccc4c3c3c2CCC3)ccc1O
→ 4.8 | 3.4 | -0.7 | 1.2 | 2.5 | -9.9 | 6.0 | 4.5 | -0.8
28: CC(=O)Nc1ccc(Oc2ccc(NC(C)=O)c(NC(C)=O)c2)cc1
→ -3.3 | -7.3 | -0.7 | 2.7 | 6.7 | -1.7 | 10.8 | 7.4 | -5.3
29: CCCn1nc(CC(=O)O)c2ccccc2c1=O
→ -0.5 | -2.4 | 1.8 | 4.8 | 0.4 | -2.1 | -1.1 | 5.2 | -0.9
30: Cc1cc(NC(=O)c2ccccc2F)ncc1NC(=O)c1cccs1
→ -2.6 | -3.1 | -0.2 | 3.0 | 7.6 | 0.7 | 2.9 | 0.2 | 0.4
31: Cc1ccc(CN(CC(=O)N/N=C/c2ccco2)S(=O)(=O)c2ccc(C)cc2)cc1
→ 2.5 | 0.3 | 0.3 | 4.4 | 4.1 | -1.3 | 2.6 | -1.3 | 2.4
32: O=C(CN1CCN(c2nc(-c3ccccc3)cs2)CC1)Nc1ccc2c(c1)OCO2
→ 0.9 | -1.3 | 2.9 | 1.7 | 1.6 | -0.4 | 3.6 | 2.8 | -2.8
33: O=C(COC(=O)c1ccc(N2CCCC2=O)cc1)c1ccccc1
→ 5.1 | -2.6 | 1.6 | 4.0 | -0.4 | -1.7 | -0.8 | 26.1 | 1.0
34: CCn1nnnc1NC(=O)c1ccc2ccccc2c1
→ 2.1 | -1.3 | 0.1 | 1.6 | 6.5 | -0.7 | 4.9 | 1.0 | 2.4
35: O=C(N/N=C/c1ccc(N2CCCCC2)o1)c1ccccc1
→ -3.5 | -6.5 | -1.4 | -1.1 | 7.2 | -0.6 | 5.6 | 2.8 | -2.3
36: CCCCCCCC(=O)NNC(=O)c1c(O)c2ccccc2n(CCC)c1=O
→ 4.9 | -5.1 | 3.6 | 4.3 | 5.8 | -2.0 | 5.5 | 0.2 | -3.5
37: CC(OC(=O)C1CC(=O)N(Cc2ccco2)C1)C(=O)Nc1ccc(F)cc1Cl (centres undefined)
→ 6.7 | 0.2 | x | -2.4 | x | -0.5 | 4.6 | 4.8 | -1.4
38: FC(F)(F)c1cccc(Cc2noc(CN3C[C@@H]4CCC[C@H]3C4)n2)c1
→ 4.2 | -6.3 | 0.4 | 3.3 | -7.9 | -3.4 | 7.5 | 3.4 | -1.9
39: CC12CCC(C(=O)N3CCCc4ccccc43)(OC1=O)C2(C)C (centres undefined)
→ 1.9 | -1.7 | 0.3 | 1.1 | 1.9 | 0.6 | 4.8 | -3.5 | -8.7
40: COCCNC(=O)C(OC(=O)c1cc2oc(C)cc2n1C)C(C)C (centres undefined)
→ 1.8 | 3.4 | 1.3 | 2.1 | 7.6 | -1.5 | 0.1 | -6.0 | -3.5
41: Cc1cccc(N2C(=O)CS/C2=N\NC(=O)c2cccnc2)c1C
→ 3.0 | -5.1 | 2.1 | 4.2 | 2.5 | 2.5 | 1.2 | 10.3 | -0.6
42: Cn1c(=O)c2c(nc(NCc3ccc4c(c3)OCO4)n2Cc2ccccc2F)n(C)c1=O
→ 10.2 | 6.6 | 5.4 | 0.6 | 5.1 | 2.5 | 4.5 | 0.0 | 3.3
43: COC(=O)c1c(C)oc(C)c1S(=O)(=O)NCc1ccc(Cl)cc1
→ -8.7 | -3.9 | -1.5 | 6.5 | 0.9 | 1.7 | -1.9 | -3.9 | 1.2
44: CCC(C)NC(=O)CCS(=O)(=O)c1ccc2c(c1)n(C)c(=O)c(=O)n2C (centres undefined)
→ 3.0 | -0.5 | 3.7 | 1.7 | -3.5 | 2.0 | 7.1 | 7.6 | -0.4
45: Cc1ccc(Nc2nnc(SCC(=O)c3c(N)n(C4CC4)c(=O)[nH]c3=O)s2)cc1C
→ 0.6 | 15.1 | x | 4.4 | x | -9.6 | 10.6 | 13.6 | -3.9
46: COc1ccccc1C(=O)NCCC(=O)NCCc1ccccc1
→ -1.0 | -4.6 | -2.2 | -2.5 | 0.4 | 0.1 | 5.2 | -1.5 | 2.5
47: CN1CCN(S(=O)(=O)c2ccc3[nH]c(=O)oc3c2)CC1
→ 4.7 | -1.9 | -0.5 | 17.7 | 10.1 | 1.7 | 5.8 | -0.8 | -0.3
48: COCC1CCN(C(=O)C2CCN(c3nc(-c4ccccc4)nc4c3CCC4)CC2)C1 (centres undefined)
→ -1.4 | -5.8 | -3.0 | -0.9 | 4.8 | -1.1 | 8.0 | -2.1 | -0.6
49: CC(C)OP(=O)(c1ccc(N(C)C)cc1)C(O)c1ccccc1F (centres undefined)
→ -0.3 | -6.3 | -5.6 | 9.6 | 0.6 | 4.5 | -2.6 | -0.6 | -2.7
50: CC(C)c1ccc(C2c3[nH]c4ccccc4c3C[C@H]3C(=O)N(c4ccccc4C(=O)N4CCC[C@H]4C(=O)O)C(=O)N23)cc1 (some centres undefined)
→ 16.6 | -4.4 | 0.9 | 3.0 | -5.2 | -1.1 | 1.6 | 5.5 | 3.3
51: COc1ccccc1OCC(=O)Nc1cc(Cl)ccc1N1CCCCC1
→ 7.6 | -1.6 | x | -5.9 | x | -5.4 | -5.2 | -6.2 | 1.6
52: CCC(C)(C)NC(=O)CN(CC1CCCO1)C(=O)CCC(=O)Nc1nccs1 (centres undefined)
→ 4.2 | 1.0 | 2.5 | 6.2 | 7.4 | 3.4 | -3.3 | -6.5 | -3.1
53: COc1cc(/C=C/C(=O)OCC(=O)NC(=O)NC(C)C)cc(OC)c1OC
→ -1.5 | -5.5 | -1.4 | 2.7 | 3.4 | -1.1 | 4.2 | 0.1 | -7.1

Compound activity: PubChem BioAssay, The Scripps Research Institute Molecular Screening Center
